DAX1 inh-1 = DAX1 (NR0B1) inhibitors, primary screen, cell-based, HEK293, Gal4-DAX1, luciferase luminescence; Nuclear receptor subfamily 0 group B member 1 (Homo sapiens), P51843; HEK293 Gal4-DAX1 luciferase reporter; inhibition, % at 6.75 µM; hit rate 0.99% among 340,000; AID 504766, 2011;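 active means inhibition above the mean over all tested compounds plus 3 SD, cut at about 4.2% in these data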;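 further: 0% = DAX1-transfected cells with DMSO and 100% = empty-vector control cells with DMSO; inhibition shows as a rise in luminescence from relieved DAX1 repression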
Target sequence (P51843 207-470 limits assumed): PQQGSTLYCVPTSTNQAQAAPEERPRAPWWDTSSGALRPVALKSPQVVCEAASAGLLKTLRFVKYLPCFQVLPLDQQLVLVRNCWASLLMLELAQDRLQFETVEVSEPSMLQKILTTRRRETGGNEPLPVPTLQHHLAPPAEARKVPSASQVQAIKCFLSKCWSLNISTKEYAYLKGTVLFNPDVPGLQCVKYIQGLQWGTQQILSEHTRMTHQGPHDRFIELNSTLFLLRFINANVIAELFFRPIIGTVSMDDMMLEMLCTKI
ssDAF12 agonist = S. stercoralis DAF-12 nuclear receptor activators, primary screen, cell-based, luminescence, HEK293, GRIP1 co-expression, lit1-tk-luc. Nuclear hormone receptor DAF-12 (Strongyloides stercoralis). HEK293 ssDAF-12/GRIP1 lit1-tk-luc reporter; % of 3 µM dafachronic acid response. activation, % at 6.8 µM. hit rate 1% among 370,000. AID 652126, 2013;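 active means activation above the mean over all tested compounds plus 3 SD, cut at about 0.9% in these data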;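 further: 0% = DMSO-only wells and 100% = 3 µM delta7-dafachronic acid wells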
DAX1 inh-2 = DAX1 (NR0B1) inhibitors on StAR promoter, primary screen, cell-based, luminescence, SF-1 (NR5A1), full-length DAX-1; HEK293T StAR-luciferase reporter, SF-1/DAX-1 repression relief; inhibition, % at 6.8 µM; hit rate 1.1% among 370,000; AID 652010, 2013;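 active means inhibition above the mean over all tested compounds plus 3 SD, cut at about 3.6% in these data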;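 further: 0% = DAX-1 cells with DMSO and 100% = cells lacking DAX-1 with DMSO; higher inhibition means more luminescence from relief of DAX-1 repression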
ADAM17 inh = ADAM17 inhibitors, primary screen, biochemical, QFRET; inhibition, % at 6.95 µM; AID 720648, 2013; hit rate 0.83% among 370,000; Disintegrin and metalloproteinase domain-containing protein 17 (Homo sapiens), P78536; recombinant ADAM17, EDANS/DABCYL FRET peptide cleavage;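 active means inhibition above the mean of compounds lying between control limits plus 3 SD, set per campaign, cut at about 8.5% in these data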;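 further: 0% = DMSO-only wells as the low control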
SMARCA2 act = SMARCA2 (BRM) function activators, primary screen, cell-based, luminescence, high throughput | MG213 cells, MMTV-luciferase reporter, dexamethasone, overnight | activation, % at 9.1 µM | hit rate 1% among 370,000; in the data active means activation above about 7.8%;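 further: 0% = vehicle wells and 100% = reference activator wells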
hgDAF-12 ag = H. glycines DAF-12 receptor agonists, primary screen, cell-based, luminescence, HEK293, GAL4 fusion, UAS-luciferase. activation, % at 6.8 µM. AID 687014, 2013. hit rate 1.8% among 370,000. Nuclear hormone receptor DAF-12 (Heterodera glycines), GAL4 fusion. HEK293 GAL4-hgDAF12 UAS-luciferase reporter, agonist luminescence; normalized to butyrate control;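 active means activation above a cutoff set at the mean of all screened compounds plus 3 SD, cut at about 10% in these data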;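 further: 0% = DMSO wells and 100% = sodium butyrate wells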
PLC-beta3 inh = human PLC-beta3 inhibitors, primary screen, biochemical, fluorescence; 1-phosphatidylinositol 4,5-bisphosphate phosphodiesterase beta-3 (Homo sapiens), Q01970; Purified PLC-beta3, fluorogenic substrate; inhibition, % at 12.2 µM; hit rate 0.18% among 370,000; AID 720704, 2013; in the data active means inhibition above about 11%;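 further: 0% = median of compound wells on plate and 100% = full blocker control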
hcDAF12 agonist = H. contortus DAF-12 nuclear receptor activators, primary screen, cell-based, luminescence, HEK293, lit1-tk-luc reporter. HEK293 hcDAF-12 lit1-tk-luc reporter; 0% DMSO, 100% Δ7-dafachronic acid. activation, % at 6.8 µM. hit rate 1.4% among 370,000;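 active means activation above the mean of all tested compounds plus 3 SD, cut at about 5.5% in these data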;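 further: 100% = response to 3 µM Δ7-dafachronic acid high control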
PLCg1 inh = PLC-gamma1 enzyme inhibitors, primary screen, biochemical, fluorescence, purified enzyme; hit rate 0.84% among 370,000; AID 720700, 2013; inhibition, % at 12.2 µM; fluorogenic substrate; 1-phosphatidylinositol 4,5-bisphosphate phosphodiesterase gamma-1 (Homo sapiens), P19174; in the data active means inhibition above about 9.5%
MBD2 inh = inhibitors of MBD2 binding to methylated DNA, primary screen, biochemical, TR-FRET, DNA-binding domain, human; Methyl-CpG-binding domain protein 2 (Homo sapiens), Q9UBB5; MBD2 binding to methylated oligonucleotide; inhibition, % at 4.4 µM; hit rate 0.31% among 370,000; AID 686964, 2013; in the data active means inhibition above about 13%
NR1D1 modulator = modulators of Rev-erb alpha DNA binding, primary screen, biochemical, FITC-DNA, fluorescence polarization, uHTS; Rev-erbα–FITC-DNA binding, 90 min; activity, % at 10 µM; hit rate 0.79% among 370,000; Nuclear receptor subfamily 1 group D member 1 (Homo sapiens), P20393; AID 1259318, 2017;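 active means activity above about 14%, limit read from the data; passing the limit was not always enough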;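 further: 0% = DMSO wells with 35 nM protein and 100% = DMSO wells with 750 nM protein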
Target sequence (P20393 whole entry, looked up): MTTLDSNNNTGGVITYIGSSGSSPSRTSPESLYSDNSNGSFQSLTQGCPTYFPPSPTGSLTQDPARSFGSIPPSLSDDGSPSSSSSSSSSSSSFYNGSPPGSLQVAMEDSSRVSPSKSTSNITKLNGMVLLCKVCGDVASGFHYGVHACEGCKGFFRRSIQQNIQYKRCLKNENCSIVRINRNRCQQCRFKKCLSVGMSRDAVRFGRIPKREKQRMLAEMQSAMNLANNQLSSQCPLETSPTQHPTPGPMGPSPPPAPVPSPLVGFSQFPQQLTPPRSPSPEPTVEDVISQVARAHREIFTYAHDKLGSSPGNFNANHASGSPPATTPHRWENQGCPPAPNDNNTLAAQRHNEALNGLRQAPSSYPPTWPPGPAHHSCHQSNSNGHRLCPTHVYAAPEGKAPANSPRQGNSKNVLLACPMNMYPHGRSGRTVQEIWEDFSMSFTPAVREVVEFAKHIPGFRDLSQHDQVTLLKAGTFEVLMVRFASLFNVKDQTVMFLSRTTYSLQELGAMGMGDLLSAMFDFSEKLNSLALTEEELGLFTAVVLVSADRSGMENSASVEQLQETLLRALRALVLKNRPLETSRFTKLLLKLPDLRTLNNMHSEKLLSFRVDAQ
Starred values were filed as active, the others as inactive; i = inactive; x = no result given. Rows are unselected; 7.4% or so of the library scored in one or more.

The line under a structure holds: DAX1 inh-1, ssDAF12 agonist, DAX1 inh-2, ADAM17 inh, SMARCA2 act, hgDAF-12 ag, PLC-beta3 inh, hcDAF12 agonist, PLCg1 inh, MBD2 inh, NR1D1 modulator
CSCCC(N=C1NS(=O)(=O)c2ccccc21)C(=O)N1CCCC(C(N)=O)C1 (centres undefined)
    -0.4, -0.8, 1.9, -5, -2, -0.7, -1, 0.8, 0, -1, -3
O=C(CNC(=O)C(c1ccccc1)c1ccccc1)N/N=C\c1ccc2c(c1)OCO2
    -0.5, -0.7, -0.3, -1, -1, 2.8, 0, 0.4, 0, 0, -3
COC(=O)Nc1c(C)n(C)n(-c2ccccc2)c1=O
    -1.4, -1.6, 0.7, -6, -1, -0.5, -1, -0.3, 3, 8, 3
CCCn1c(NC(=O)c2ccccc2)nc(Cc2ccccc2)c1Cc1ccccc1
    x, -0.9, -0.4, 2, -2, -2.2, -16, -0.1, -8, 2, -7
CCc1ccc(NC(=O)C(C)OC(=O)c2cc(=O)[nH]c3ccc(S(=O)(=O)Nc4ccc(F)cc4)cc23)cc1 (centres undefined)
    0.3, -0.7, -0.2, -2, -1, 2.2, 0, -0.2, -5, 2, 4
CN1CCN(C(=O)c2ccc(-n3cccc3)cc2)CC1
    0.2, -0.4, -0.2, -5, 3, 0.4, -3, -2.0, -1, 1, -1
COc1cc(NC(=O)c2cc(-c3ccccc3Cl)on2)cc(OC)c1OC
    -4.4, -2.4, -1.2, 3, -6, 1.8, -10, -3.7, -3, -1, 6
O=C(CSc1nnc(-c2ccccc2O)n1Cc1ccccc1)NNC(=O)c1ccccc1O
    -0.5, -1.5, -0.1, -3, 0, 0.1, -9, 0.2, -5, 2, -3
COc1ccc(-c2nc(C#N)c(NCc3ccc(C)cc3)o2)cc1OC
    -0.5, -1.1, 0.1, -78, 1, 1.2, -383, -2.6, -342, -4, 1
Cc1nn(CC(=O)Nc2cc(S(=O)(=O)N(C)C)ccc2Cl)c(C)c1[N+](=O)[O-]
    0.0, -1.4, -0.5, -1, -2, 1.6, 3, -0.7, 1, 0, 5
CN(Cc1ccccc1)S(=O)(=O)c1ccc(NC(=O)c2ccccc2C(=O)O)cc1
    -0.6, -2.4, 0.2, -2, -4, 2.3, -5, 1.2, 1, 5, 2
COCCCNC(=O)C1CCN(c2ncccn2)CC1
    0.9, -1.2, -0.2, -9, -2, -2.1, -15, -0.9, -13, 4, -2
Clc1ccc2nc3ccccn3c2c1
    -0.1, -0.8, 0.2, i, -2, 0.4, i, -1.4, i, 3, 2
O=c1[nH]c2ccc(Cl)cc2c(-c2ccccc2)c1N1CCN(CCO)CC1
    -0.1, -0.3, 1.3, -142, -2, -2.8, i, 0.4, -468, -3, -5
Nc1c(Cl)cc(C2=NCCn3c2c2ccccc2[n+]3[O-])cc1Cl
    1.4, -0.5, 0.1, -1, 2, -0.4, -5, 3.1, -5, -3, -3
O=C(NCCS(=O)(=O)NCCc1ccccc1)c1ccccc1
    0.6, -0.3, 4.7*, -3, 0, 2.8, -5, 1.1, 2, -9, 9
C#CCN(C[C@H]1[C@H](OC(=O)NCc2ccc(OC)c(OC)c2)[C@H](OC(=O)NCc2ccc(OC)c(OC)c2)C[C@@H](C(=O)OC)[C@H]1C(=O)OC)S(=O)(=O)c1ccc(C)cc1
    0.2, -1.4, -2.2, 4, -1, -1.4, 7, -1.3, 3, -5, -1
O=C(Cn1cnc2c(nnn2-c2ccccc2)c1=O)N1CCCc2ccccc21
    -0.4, -1.3, 0.1, -2, -1, -1.4, 0, -0.4, 0, 2, 2
CNC(=S)NCCc1cc2c(OC)ccc(OC)c2[nH]c1=O
    1.0, -1.7, 0.4, -6, -3, -2.2, -71, -0.6, -67, 3, 3
CC(Oc1ccc2c(-c3ccccc3)cc(=O)oc2c1)C(=O)NCC(O)c1ccccc1 (centres undefined)
    1.7, -1.7, -0.7, -7, -3, -3.5, -17, -1.5, -7, 5, -5
O=C(C/C=N/OCc1ccccc1F)c1cnc(-c2ccc(Cl)cc2)s1
    0.0, -0.8, -0.5, -3, 1, 2.9, -14, -0.5, -13, -1, 3
S=C(Nc1cccc(Cl)c1)OCCN1CCCC12CCC(c1ccccc1)CC2 (centres undefined)
    x, -1.5, x, 0, x, 5.4, 0, 1.0, -2, -1, 1
CC(=O)c1c(C)[nH]c(C(=O)N2CC(C)CC(C)C2)c1C (centres undefined)
    1.6, -1.3, 0.0, -1, -1, -0.7, -4, 1.8, -1, 1, -7
CCCCCCc1c(C)[nH]c2nc3ccccc3n2c1=O
    -0.7, -1.4, 0.3, -5, 0, -0.2, -1, -1.8, -2, -1, -16
CCOc1ccccc1NC(=O)c1cc(CC(C)C)oc1C
    0.3, -1.1, -0.4, -4, -2, -1.2, 1, -1.1, 1, -2, -7
CCC(Sc1ncnc2c1c(-c1ccccc1)cn2-c1ccc(OC)cc1)C(=O)OC (centres undefined)
    -0.9, -1.8, -1.0, 2, 1, 0.6, -3, 0.8, -1, 8, 4
Cc1ccc(C)n1-c1sc2c(c1C#N)CCCC2
    1.1, -0.5, 0.1, 0, -2, -2.0, 0, -0.1, 1, 1, -6
COc1ccc(NC(=O)C2CCN(C(=O)c3cccs3)CC2)c(OC)c1
    0.5, -1.1, -0.2, -2, -3, -3.0, 2, 0.7, -1, 1, -5
COc1ccc([C@H]2CC(=O)C=C(c3cc(C)ccc3OC)C2)cc1
    -1.3, -1.7, -0.8, 0, 0, 2.4, -106, -2.3, -64, 0, 6
COC(=O)c1cccc(COC(=O)c2ccccc2NC(=O)c2ccco2)c1
    1.3, -0.9, 1.1, 1, -1, -0.2, 1, -1.4, -3, -4, 3

Two entries from above, field by field.
smiles: CCC(Sc1ncnc2c1c(-c1ccccc1)cn2-c1ccc(OC)cc1)C(=O)OC (centres undefined)
  DAX1 inh-1 = -0.9; ssDAF12 agonist = -1.8; DAX1 inh-2 = -1.0; ADAM17 inh = 2; SMARCA2 act = 1; hgDAF-12 ag = 0.6; PLC-beta3 inh = -3; hcDAF12 agonist = 0.8; PLCg1 inh = -1; MBD2 inh = 8; NR1D1 modulator = 4
smiles: O=C(CNC(=O)C(c1ccccc1)c1ccccc1)N/N=C\c1ccc2c(c1)OCO2
  DAX1 inh-1 = -0.5; ssDAF12 agonist = -0.7; DAX1 inh-2 = -0.3; ADAM17 inh = -1; SMARCA2 act = -1; hgDAF-12 ag = 2.8; PLC-beta3 inh = 0; hcDAF12 agonist = 0.4; PLCg1 inh = 0; MBD2 inh = 0; NR1D1 modulator = -3

Structures above with a furan ring, fused or not, in the order listed:
The line under a structure holds: DAX1 inh-1, ssDAF12 agonist, DAX1 inh-2, ADAM17 inh, SMARCA2 act, hgDAF-12 ag, PLC-beta3 inh, hcDAF12 agonist, PLCg1 inh, MBD2 inh, NR1D1 modulator
CCOc1ccccc1NC(=O)c1cc(CC(C)C)oc1C
    0.3, -1.1, -0.4, -4, -2, -1.2, 1, -1.1, 1, -2, -7
COC(=O)c1cccc(COC(=O)c2ccccc2NC(=O)c2ccco2)c1
    1.3, -0.9, 1.1, 1, -1, -0.2, 1, -1.4, -3, -4, 3

(next part)
SMILES	DAX1 inh-1	ssDAF12 agonist	DAX1 inh-2	ADAM17 inh	SMARCA2 act	hgDAF-12 ag	PLC-beta3 inh	hcDAF12 agonist	PLCg1 inh	MBD2 inh	NR1D1 modulator
Cc1c(C(=O)Nc2ccc3c(c2)OCCO3)oc2ccc(Br)cc12	1.0	-0.9	1.4	0	1	4.0	-60	0.3	-38	3	-3
CC(O)[C@H]1CNC(=O)C(=O)N1CCC12CC3CC(CC(C3)C1)C2 (some centres undefined)	0.3	-1.3	-0.3	-3	0	1.1	6	-1.0	-1	-3	1
O=C(CN1C(=O)NC(Cc2ccccc2)(Cc2ccccc2)C1=O)NCC1CCCCC1	-0.5	-1.4	-0.8	0	-3	-2.1	2	-1.6	-1	-3	2
COc1ccc(C2(CNC(=O)c3cc([N+](=O)[O-])cc([N+](=O)[O-])c3)CCCC2)cc1OC	0.9	-1.6	-0.6	5	0	-1.6	3	-1.8	6	-2	-9
Cc1ccc(C(=O)CCC(=O)Nc2cccc(C)c2)cc1	-0.4	-0.6	0.5	-2	3	0.5	-5	-1.1	1	3	0
COc1ccc(-c2c(C)nn3c(N)c(C#N)cnc23)cc1OC	0.6	-2.0	1.5	0	0	1.1	-3	-1.4	2	-1	4
Cc1ccc(S(=O)(=O)CCC(=O)c2cccc([N+](=O)[O-])c2)cc1	0.9	-0.8	-0.8	7	0	-0.2	-3	1.9	0	2	1
CCN(CC(=O)NCc1ccc(Cl)cc1)C(=O)CCc1ccccc1O	-1.5	-1.0	0.0	-5	-1	-1.1	-6	-2.0	0	0	0
Cc1ccc(-c2noc(CCC(=O)Nc3ccccc3C)n2)cc1	1.9	-1.4	-0.3	-2	-2	3.1	1	-0.1	1	-1	2
c1ccc(COc2ccccc2CNc2nn[nH]n2)cc1	0.1	-1.3	0.5	-5	-1	-0.5	-2	-0.1	0	-3	3
